# Screening data (PubChem BioAssay)
# CHT block = inhibitors of human choline transporter CHT; CHT-expressing cells, membrane potential dye, choline response; hits give low values; AID 488975, 2010; 310,000 tested, 0.86% active; B-score at 10 µM;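 active = B-score over 3 SD under the library average, and starting fluorescence ratio not unusually high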;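 note: choline stimulus applied at its EC90 after an EC20 pre-addition; B-score computed on integrated fluorescence ratio after choline addition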
# Target sequence (Q9GZV3 whole entry, looked up): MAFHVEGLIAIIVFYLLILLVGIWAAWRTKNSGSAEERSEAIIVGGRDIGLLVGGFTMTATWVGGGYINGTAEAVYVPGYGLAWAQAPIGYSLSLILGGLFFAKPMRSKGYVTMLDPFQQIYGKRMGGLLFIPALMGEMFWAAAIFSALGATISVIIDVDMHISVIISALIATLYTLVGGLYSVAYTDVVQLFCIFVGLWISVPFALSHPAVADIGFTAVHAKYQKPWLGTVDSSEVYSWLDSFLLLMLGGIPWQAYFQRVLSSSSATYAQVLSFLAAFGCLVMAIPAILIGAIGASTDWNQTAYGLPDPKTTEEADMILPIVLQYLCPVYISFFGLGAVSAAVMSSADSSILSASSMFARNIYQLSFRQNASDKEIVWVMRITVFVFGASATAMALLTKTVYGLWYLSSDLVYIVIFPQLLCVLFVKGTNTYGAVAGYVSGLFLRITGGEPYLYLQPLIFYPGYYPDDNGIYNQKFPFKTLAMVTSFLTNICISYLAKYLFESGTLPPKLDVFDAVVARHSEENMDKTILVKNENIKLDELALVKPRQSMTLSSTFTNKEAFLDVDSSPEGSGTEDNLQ
# Kir21 block = inhibitors of mouse Kir2.1 inward-rectifier potassium channel; Inward rectifier potassium channel 2 (Mus musculus), P35561; HEK293-Kir2.1, FluxOR thallium flux fluorescence; hits give low values; B-score at 10 µM; 310,000 tested, 0.85% active; AID 1672, 2009;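 active = fluorescence ratio B-score at or below minus 3 SD of library scores, with starting-brightness B-score within 2 SD, cut at about -4.2 in these data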;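 note: channel flux triggered by added potassium and thallium sulfate stimulus; B-score of peak minus minimum fluorescence over baseline after thallium stimulus; more negative B-score means stronger Kir2.1 block with less thallium influx; some compounds called inactive have numbers as strong as hits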
# Target sequence (P35561 whole entry, looked up): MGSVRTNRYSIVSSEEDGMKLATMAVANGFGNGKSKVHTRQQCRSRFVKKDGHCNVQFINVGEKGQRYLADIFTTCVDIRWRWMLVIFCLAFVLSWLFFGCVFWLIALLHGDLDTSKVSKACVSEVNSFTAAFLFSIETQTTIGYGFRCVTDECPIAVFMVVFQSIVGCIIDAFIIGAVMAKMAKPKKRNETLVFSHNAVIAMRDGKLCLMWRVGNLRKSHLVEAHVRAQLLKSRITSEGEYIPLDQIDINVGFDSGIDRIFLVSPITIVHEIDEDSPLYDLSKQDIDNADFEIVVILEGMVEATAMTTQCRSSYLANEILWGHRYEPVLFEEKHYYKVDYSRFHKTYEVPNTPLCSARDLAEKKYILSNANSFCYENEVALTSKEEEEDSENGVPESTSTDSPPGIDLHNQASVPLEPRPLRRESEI
# KCNQ2 inh = KCNQ2 potassium channel inhibitors, primary screen, cell-based, CHO-K1, FluxOR thallium flux, B-score (AID 2156); Potassium voltage-gated channel subfamily KQT member 2 (Rattus norvegicus), O88943; 20 min; hits give low values; B-score at 10 µM; 310,000 tested, 1.1% active;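 active = fluorescence ratio B-score at most minus 3 library SDs, with starting brightness B-score within 2 library SDs, cut at about -5.5 in these data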
# * marks the source's active call; other numbers are inactive results; i = inactive; · = no result given.
SMILES,CHT block,Kir21 block,KCNQ2 inh
CCC1=C2CC[C@H]3C(=O)N(C)C(=O)[C@H]3[C@H]2[C@@]2(Cc3ccccc3)C(=NCCOC)OC(=O)N2C1=O,i,-0.76,i
COc1ccccc1C(=O)C1CCCN(C(=O)c2ccccn2)C1 (stereo unspecified),i,0.01,i
CC(CN1CCOCC1)OC(=O)c1ccc(Br)cc1 (stereo unspecified),i,0.95,i
O=C(OCCN1CCN(C2=NS(=O)(=O)c3ccccc32)CC1)c1cccc(Br)c1,i,1.27,i
Cc1ccc(S(=O)(=O)N2CCN(C(=O)C3CCCCC3)CC2)cc1,i,-0.19,i
O=C(O)CSc1ncnc2sc3c(c12)CCCC3,i,-0.05,i
O=C(c1nc2ccc(Cl)cn2c1CN1CCC(O)CC1)N1CCc2ccccc2C1,i,1.68,i
COc1cccc(-c2ccc(C#N)c(=O)[nH]2)c1,i,-0.33,i
COc1ccc(NC(=O)CSCC(=O)N(C)Cc2cccc(OC)c2OC)cc1,i,-0.51,i
COC(=O)CSc1nnc(CNC(=O)c2ccccc2F)n1-c1ccc(F)cc1,i,0.62,i
C=CCN(c1ccccc1)S(=O)(=O)c1ccc(Cl)c(C(=O)OCC(=O)c2[nH]c(C)c(C(C)=O)c2C)c1,i,-0.27,i
Cc1nnc(C)c2c(C)n(C(C)c3ccccc3)c(C)c12 (stereo unspecified),i,-1.96,i
O=C(CSc1ccc(-c2ccccn2)nn1)N1CCCC1,i,-0.48,i
CS(=O)(=O)N(CC(=O)N1CCCCC1)c1ccc2c(c1)OCO2,i,1.13,i
Cc1ccc(C(=O)OCC(=O)NCCC2=CCCCC2)s1,i,-0.9,i

# Some of these compounds in order of SMILES length, descending:
SMILES,CHT block,Kir21 block,KCNQ2 inh
CCC1=C2CC[C@H]3C(=O)N(C)C(=O)[C@H]3[C@H]2[C@@]2(Cc3ccccc3)C(=NCCOC)OC(=O)N2C1=O,i,-0.76,i
COC(=O)CSc1nnc(CNC(=O)c2ccccc2F)n1-c1ccc(F)cc1,i,0.62,i
COc1cccc(-c2ccc(C#N)c(=O)[nH]2)c1,i,-0.33,i
CC(CN1CCOCC1)OC(=O)c1ccc(Br)cc1 (stereo unspecified),i,0.95,i
O=C(O)CSc1ncnc2sc3c(c12)CCCC3,i,-0.05,i

# Going on with the list:
SMILES,CHT block,Kir21 block,KCNQ2 inh
CCCCC(=O)NCc1ccccc1Cl,i,2.53,i
CC(C)(C)c1ccc(C(=O)NCCC(=O)NCc2ccco2)cc1,i,0.02,i
NC1=NC(=O)C(Cc2cccc(Cl)c2)S1 (stereo unspecified),i,1.81,i
CSCC[C@H](NC(=O)NCc1ccc(F)cc1)C(=O)O,i,-0.05,i
O=C(NCc1ccc(F)cc1)c1c2c(nc3ccccc13)CCC2,i,-2.89,i
Cc1ccc(S(=O)(=O)N2CCN(c3nc(C(C)C)c4c(c3C#N)CC(C)(C)OC4)CC2)cc1,i,-0.03,i
CC(=O)Nc1ccc(N/C(C)=C/C(=O)c2cccnc2)cc1,i,1.04,i
COc1ccc(N=Cc2cc(Cl)ccc2O)cc1Cl,i,1.31,i
Cc1ccc(S(=O)(=O)N(C)c2ccc(NS(C)(=O)=O)cc2)cc1,i,-0.71,i
COC(CNC(=O)C1CCN(S(=O)(=O)c2ccc3nc4c(c(C(=O)O)c3c2)CC(C)CC4)CC1)OC (stereo unspecified),i,0.82,i
O=[N+]([O-])c1cccnc1SCc1c(F)cccc1Cl,i,-0.9,i
CCn1c(SCc2ccccc2)nc2ccccc2c1=O,i,0.12,i
CCOC(=O)N1CCC(NS(=O)(=O)c2ccccc2)CC1,i,0.77,i
O=C(O)CCC(=O)N1CCc2cc(S(=O)(=O)NCc3ccc(Cl)cc3)ccc21,i,-0.92,i
Cc1cc(C)n(-c2nnc(C)c(=O)[nH]2)n1,i,0.4,i
O=C(NCc1ccncc1)c1nc(-c2cccs2)no1,i,0.42,i
O=C(N/N=C/C=C/c1ccccc1)c1cnccn1,i,0.62,i
Cc1ccc(CSc2nnc(-c3cccc(S(=O)(=O)N4CCOCC4)c3)n2C2CCCC2)cc1,i,-0.01,i
CCCc1nnc(SCC(=O)N2C(C)CCCC2C)n1CCCOC (stereo unspecified),i,0.02,i
Cc1ccc(Sc2ccc(N)cn2)cc1,i,1.5,i
Cc1ccc(OCCOc2cccc(Br)c2)c([N+](=O)[O-])n1,i,-0.19,i
O=C1c2cccc3cc([N+](=O)[O-])cc(c23)C(=O)N1CCN1CCCC1,·,0.85,i
O=C(Nc1ncccc1O)c1cccc(S(=O)(=O)N2CCCc3ccccc32)c1,i,-2.6,i
Cn1c(=O)c2c(SCC(=O)c3ccccc3)nc(C3CC3)nc2n(C)c1=O,i,1.96,i
Cc1ccc(CNC(=O)Cc2ccc(-c3ccccc3)cc2)cc1,i,-0.36,i
O=c1c2nnn(-c3ccccc3)c2ncn1C/C=C/c1ccccc1,i,1.5,i
CCN(CC)c1ccc(/C=N/N(c2ccccc2)c2ccccc2)c(O)c1,i,0.17,i
O=C(CNC(=O)c1cncc(Br)c1)Nc1ccc(F)c(F)c1F,i,0.52,i
Cc1sc2c3ccsc3ccc2[n+]1C,i,-0.39,i
NC(=O)CC(NC(=O)c1ccccc1)c1ccc(NC2CCCCC2)c([N+](=O)[O-])c1 (stereo unspecified),i,1.16,i
CCOC(=O)C1CCN(C(=O)CCCn2nc(CC)n3c(cc4occc43)c2=O)CC1,i,-0.23,i
COC(=O)c1ccc(C)c(NC(=O)CCSc2ccccc2)c1,i,-1.58,i
Cc1cccc(CSc2nnc(N)n2-c2ccccc2)c1,i,-0.06,i
O=C(Nc1nccs1)C(F)(F)C(F)(F)C(F)(F)C(=O)Nc1nccs1,i,1.93,i
CC1CCCCN1CC(=O)Nc1sc2c(c1C#N)CCC2 (stereo unspecified),i,0.66,i
COc1ccc(NC(=O)CCCN2C(=O)C(c3ccccc3)Oc3cccnc32)cc1 (stereo unspecified),i,0.83,i
Cc1nn(-c2ccccc2)nc1C(=O)NNC(=O)c1cccc2ccccc12,i,0.62,i
COc1cc(OC)c(NC(=O)C(=O)CC(=O)c2ccc(C)cc2C)cc1Cl,i,0.99,i
CCn1cc(C(=O)O)c(=O)c2cnc(N3CCN(C(=S)NC(=O)c4ccc(F)c(F)c4)CC3)nc21,i,-1.08,i
COc1ccc(Cl)cc1NC(=O)CN1CCC(n2nnc3cc(C)ccc32)CC1,i,0.16,i
Cc1ccc(NC(=O)C2CCN(S(C)(=O)=O)CC2)cc1,i,0.27,i
CN1CCN(c2ccc(-c3ccc4ccccc4n3)cc2)CC1,·,-2.03,i
O=C(O)CNC(=O)/C=C/c1c(Cl)cccc1Cl,i,-0.77,i
CC(C)(Oc1ccc(Cl)cc1)C(=O)NCC1CCCO1 (stereo unspecified),i,-1.28,i
CCCOc1ccc(C2c3c(oc4cc(C)c(C)cc4c3=O)C(=O)N2CCCN(C)C)cc1OCC (stereo unspecified),i,-0.02,i
O=C(COc1ccc(Cl)cc1)Nc1ccccc1C(=O)NCc1ccco1,i,-0.04,i
COC(=O)c1c(C)[nH]c(/C=N/Nc2ccccc2)c1C,i,-0.05,i
Cc1ccc(C)c2c1N(Cc1ccccc1)C(=O)C21OCCO1,i,-0.02,i
CCCNC(=O)NC(=O)CN1C(=O)NC(C)(c2ccc(C)cc2)C1=O (stereo unspecified),i,-0.04,i
CN1CCCC(OC(=O)CCCC(=O)OC2CCCN(C)C2)C1 (stereo unspecified),i,-1.24,i
O=C(O)CC1c2ccccc2CCN1S(=O)(=O)c1ccc(F)cc1 (stereo unspecified),i,0.03,i
C#Cc1ccc([C@@H]2C=C(C(=O)OCC=C)O[C@H](OCC)[C@H]2CCCO)cc1,i,-2.19,i
COc1ccc(S(=O)(=O)N2CCOCC2)cc1NC(=O)Cc1ccccc1Cl,i,1.54,i
Cc1cccc(OCC(=O)N2CCN(C(=O)c3ccco3)CC2)c1,i,-0.92,i
CC(O)c1n(C)c(Cl)c[n+]1C (stereo unspecified),i,-0.16,i
COc1ccccc1S(=O)(=O)Cc1ccc(C(=O)NCc2cccs2)o1,i,-0.91,i
CC(C)(C)c1nnc(NC(=O)c2cc(-c3ccccc3)nc3ccccc23)s1,i,0.44,i
CN(C)S(=O)(=O)c1cc(NC(=O)COC(=O)C2CSC3(C)CCC(=O)N23)ccc1Cl (stereo unspecified),i,-2.68,i
Nc1ccc(S(=O)(=O)Nc2ccc(S(N)(=O)=O)cc2)cc1,i,-0.26,i
Cc1ccc2nc3ccc(N4CCCCCCC4)nn3c(=O)c2c1,i,-1.64,i
# The list goes on.
SMILES,CHT block,Kir21 block,KCNQ2 inh
COc1cc(C=O)c(-c2c(C=O)cc(OC)c3c2OCO3)c2c1OCO2,i,1.54,i
CC(=O)N1CCc2cc(S(=O)(=O)CCC(=O)Nc3c(C)n(C)n(-c4ccccc4)c3=O)ccc21,i,2.95,i
O=C(N/N=C/c1ccc2c(c1)OCO2)C(O)c1ccccc1 (stereo unspecified),i,-0.58,i
COCCN(C(=S)Nc1ccc(C)c(C)c1)C(C)c1ccco1 (stereo unspecified),i,-0.87,i
COc1cc(OC)nc(Oc2ccccc2/C=N/O)n1,i,1.38,i
CCOc1ccc(OCCCC(=O)NNC(=O)c2ccncc2)cc1,i,0.01,i
Cc1c(S(=O)(=O)N2CCC(C)CC2)c(=O)n(C)c(=O)n1C,i,0.08,i
COc1ccc(N/N=C(/C(N)=O)C2=NC(C)(C)Cc3ccccc32)cc1,i,0.06,i
CN(C)C(=O)/C(=C/c1cn(-c2ccccc2)nc1-c1cccc([N+](=O)[O-])c1)NC(=O)c1ccccc1,i,-0.38,i
Cc1c(C(=O)NC(C)C2CC3CCC2C3)cccc1[N+](=O)[O-] (stereo unspecified),i,-0.79,i
O=C(NCc1cccs1)c1cccc(S(=O)(=O)N2CCCCC2)c1,i,-0.72,i
CC(=NC1CCN(Cc2ccccc2)CC1)c1c(O)[nH]c(=O)[nH]c1=O,i,0.5,i
COc1ccc(Nc2nc3c(c(=O)n(C)c(=O)n3C)n2CCO)cc1,i,0.26,i
COc1ccc(OC)c(NC(=O)Nc2nnc(N3CCC(C)CC3)s2)c1,i,-0.44,i
Cc1c(NC(=O)c2cccc(NS(C)(=O)=O)c2)c(=O)n(-c2ccccc2)n1C,i,3.91,i
Cn1c(SCC(=O)c2ccccc2F)nnc1C1CC1,i,0.04,i
COc1cc(CNc2ncnc3c2[nH]c2ccc(C)cc23)cc(OC)c1,i,0.16,i
Nn1c(SCC(=O)Nc2ccc3c(c2)OCO3)nnc1C(F)(F)F,i,0.84,i
COc1ccccc1C1CCN(c2ccc([N+](=O)[O-])c(OC)c2)CC1,i,-0.13,i
Cc1csc(SCC(=O)Nc2cc(S(=O)(=O)N3CCOCC3)ccc2N2CCOCC2)n1,i,-0.14,i
COc1ccccc1N/C=C(\C#N)c1nc2ccccc2[nH]1,i,0.48,i
CCn1cc(/C=N/NC(=O)c2cc3c(ccc4ccccc43)o2)c2ccccc21,i,0.57,i
Cc1ccc(S(=O)(=O)NC(C)(C)CN2CCC(Cc3ccccc3)CC2)cc1,i,-1.93,i
COc1ccc(-n2c(C)nc3c(cnn3-c3ccccc3)c2=O)cc1,i,-0.17,i
CC1CCCN(CCCNC(=O)C2CCN(S(=O)(=O)N3CCC4(CC3)OCCO4)CC2)C1 (stereo unspecified),i,0.78,i
CCc1cc2c(=O)n(N)c(CCC(=O)O)nc2s1,i,-0.11,i
COc1ccc(N(CC(=O)N2CCc3ccccc3C2)S(=O)(=O)c2ccccc2)cc1,i,-0.07,i
CCC(=O)N1c2ccc(S(=O)(=O)N3CCCCC3)cc2CC1C (stereo unspecified),i,-0.32,i
Cc1ccc2ncnc(Nc3ccccc3)c2c1,i,-1.16,i
O=C(CN1C(=O)CCC1=O)Nc1nc(-c2ccccn2)cs1,i,0.41,i
COCCNC(=O)CSc1nc2ccc(N3CCOCC3)cc2c(=O)n1Cc1ccc(OC)cc1,i,1.34,i
Cc1ccc(S(=O)(=O)NC(=O)Nc2ccc(C)cc2C)cc1,i,-1.18,i
CCCCCOc1ccc(NC(=O)C2OC3OC(C)(C)OC3C3OC(C)(C)OC23)cc1 (stereo unspecified),i,-1.5,i
CC(=O)Nc1ccc(C(=O)CSc2nnc3scc(-c4ccccc4)n23)cc1,i,-0.18,i
Cc1ccc2nc(N3CCN(C)CC3)c(C#N)cc2c1,i,-0.75,i
S=C1NC[C@H](CC2CCCCC2)N1CC1CCCCC1,i,1.5,i
O=C(C/C(=N/O)c1ccccc1O)C(F)F,i,-0.35,i
CCC(C)N1CCC(Oc2ccc(C(=O)NCc3ccccn3)cc2)CC1 (stereo unspecified),i,-0.51,i
O=C(CCn1c(=O)[nH]c2ccccc2c1=O)NCCSCc1ccccc1,i,1.24,i
COc1ccc(S(=O)(=O)NCc2ccccn2)c(C)c1C,i,0.18,i
Cc1cccc(CNC(=O)C2CCC(=O)N(C3CC3)C2)c1 (stereo unspecified),i,-0.6,i

# Some of the entries above, set out differently.
SMILES	CHT block	Kir21 block	KCNQ2 inh
O=C(C/C(=N/O)c1ccccc1O)C(F)F	i	-0.35	i
CCC(C)N1CCC(Oc2ccc(C(=O)NCc3ccccn3)cc2)CC1 (stereo unspecified)	i	-0.51	i
O=C(CCn1c(=O)[nH]c2ccccc2c1=O)NCCSCc1ccccc1	i	1.24	i
COc1ccc(S(=O)(=O)NCc2ccccn2)c(C)c1C	i	0.18	i
Cc1cccc(CNC(=O)C2CCC(=O)N(C3CC3)C2)c1 (stereo unspecified)	i	-0.6	i
